# Ba/F3 V617F tox: lowers viability of Ba/F3 cells expressing EpoR and JAK2V617F. 1.1% of 220,000 active. inhibition, % at 5.6 µM. ATP luminescence;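 active = inhibition above the campaign mean plus 3 SD over all tested compounds, cut at about 24% in these data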;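 note: cytokine-independent growth of Ba/F3 cells driven by EpoR plus mutant JAK2; 0% = DMSO-treated cells and 100% = JAK inhibitor I control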
# S1P4 ag: agonists of human S1P4 receptor; S1P4-expressing cell line, agonist reporter assay; activation, % at 4.98 µM; 0.35% of 220,000 active; AID 1509; in the data active = activation above about 11%;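 note: 0% = DMSO vehicle and 100% = reference agonist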
# TRPML3 agonist: activates the human TRPML3 channel. 0.29% of 220,000 active. activation, % at 3 µM. AID 1448. HEK293 TRPML3-YFP, Fluo-8 calcium fluorescence; 100% = the carbachol control signal. Q8TDD5;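 active = activation above its plate's cutoff, the mean activation of the plate's test wells plus 3 SD, cut at about 12% in these data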;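 note: 0% = DMSO only wells and 100% = carbachol wells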
# Target sequence (Q8TDD5 whole entry, looked up): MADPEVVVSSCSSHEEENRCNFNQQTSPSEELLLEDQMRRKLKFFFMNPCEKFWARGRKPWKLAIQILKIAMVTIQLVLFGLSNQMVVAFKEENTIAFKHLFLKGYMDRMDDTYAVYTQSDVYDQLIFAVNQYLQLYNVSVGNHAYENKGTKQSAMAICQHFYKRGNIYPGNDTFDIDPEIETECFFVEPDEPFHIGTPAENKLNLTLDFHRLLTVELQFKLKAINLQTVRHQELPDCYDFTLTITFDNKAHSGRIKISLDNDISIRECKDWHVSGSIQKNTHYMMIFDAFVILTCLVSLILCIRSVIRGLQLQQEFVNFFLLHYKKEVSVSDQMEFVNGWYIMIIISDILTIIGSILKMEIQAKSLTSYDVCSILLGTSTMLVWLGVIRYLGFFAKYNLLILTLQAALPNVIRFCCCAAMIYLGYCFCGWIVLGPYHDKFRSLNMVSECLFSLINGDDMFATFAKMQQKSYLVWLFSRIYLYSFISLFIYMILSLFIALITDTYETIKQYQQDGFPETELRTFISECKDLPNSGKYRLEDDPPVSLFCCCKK
#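 Material: HEK293 cells stably carrying human TRPML3-YFP; compound dosing: single dose, 3 µM final nominal compound, 0.3% DMSO final; incubation: 1-h 37 °C dye load, 5-s basal, 120-s post-compound reads; technique: Fluo-8 intracellular calcium fluorescence, excitation 470-495 nm, emission 515-575 nm; read-out basis: percent activation from peak-to-basal fluorescence ratio, scaled between DMSO and carbachol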
# S1P4 antagonist: antagonists of human S1P4 receptor. inhibition, % at 4.98 µM. AID 1510. 0.26% of 220,000 active. S1P4-expressing cells, antagonist mode, reporter read-out. O95977; in the data active = inhibition above about 29%;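 note: 0% = wells stimulated with agonist and 100% = vehicle wells without agonist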
# m-calpain inh: calpain II (pig) inhibition. purified calpain II, fluorogenic peptide substrate, 30 min. inhibition, % at 16 µM. 0.37% of 220,000 active. AID 1236;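 active = inhibition above about 50%, limit read from the data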
# TRPN1 ag: activates the zebrafish TRPN1 channel; HEK293 zebrafish TRPN1-YFP, Fluo-8 calcium fluorescence; 100% = response to 87 µM carbachol; activation, % at 3 µM; 0.18% of 220,000 active; AID 1424;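 active = activation above its plate's cutoff, the mean activation of test wells on that plate plus 3 SD, cut at about 19% in these data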;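 note: 0% = DMSO alone and 100% = 87 µM carbachol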
#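 Control set: carbachol 87 µM as high control, DMSO as low control; system: HEK293 stable line with zebrafish TRPN1-YFP; read-out: % activation versus carbachol response; detection: intracellular calcium fluorescence with Fluo-8; doses: single test compound dose, 3 µM nominal, 0.3% DMSO; schedule: dye 1 h 37 °C plus 30 min RT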
# EP2 mod: EP2 receptor (human) modulation | 0.83% of 260,000 active | P43116 | EP2-expressing cells, cAMP HTRF FRET, PGE2 co-stimulation | induction, % at 25 µM;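 active = compounds whose cAMP rise, as percent of the full-agonist control response, exceeds 60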;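 note: rat C6 glioma line stably carrying human EP2 under a CMV promoter; the protocol text gives 20 µM as final concentration; 100% = response of wells given 1 µM PGE2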
# PERK inhibitor: inhibitors of human PERK kinase; 0.17% of 220,000 active; CHO PERK-DD fusion, SEAP luminescence translation reporter; AID 1416; inhibition, % at 5.6 µM;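 active = inhibition above the mean inhibition of all tested compounds plus 3 SD, set separately per screening campaign, cut at about 2.9% in these data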;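 note: PERK kinase domain activated by AP20187 dimerizer at 100 nM; 0% = DMSO with dimerizer and 100% = rapamycin at 8.4 µM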
# BaF3 parental: counter-screen for JAK2V617F inhibitors: parental Ba/F3 viability inhibitors | CellTiter-Glo ATP luminescence | inhibition, % at 5.6 µM | 1.1% of 220,000 active | AID 1486;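 active = inhibition above a per-campaign cutoff, the mean inhibition of all tested compounds plus 3 SD, cut at about 27% in these data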;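 note: 0% = DMSO wells and 100% = JAK Inhibitor I control wells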
# * hit, by the source's call; · = not tested or not shown.
[1] O=[N+]([O-])c1ccc(N/N=C/c2cccc(O)c2O)c(S(=O)(=O)N2CCOCC2)c1
[2] CC(C)(C)NC(=O)NC(=O)COC(=O)CNC(=O)C1CCCCC1
[3] Cc1cccc(C)c1NC(=O)CSc1nnc(-c2ccco2)n1N
[4] Cc1ccc(NC(=O)CSc2nnc(-c3ccccc3C)o2)cc1C
[5] Cn1ccnc1SCC(=O)Nc1ccc2c(c1)OCO2
[6] Cc1ccc(NC(=O)COC(=O)c2ccnn2C)cc1
[7] CCCC1NC(=S)N(C2CCCCC2)C1=O (stereo not given)
[8] CCOc1cc(N2CCOCC2)c(OCC)cc1NC(C)C(=O)N1CCN(CC)CC1 (stereo not given)

entry no.	1	2	3	4	5	6	7	8
Ba/F3 V617F tox	5	-2	-4	-2	1	-2	-3	2
S1P4 ag	1.0	-0.6	0.3	-2.5	-0.7	-1.3	1.1	0.4
TRPML3 agonist	0.8	0.3	0.9	0.6	0.9	0.7	0.6	1.1
S1P4 antagonist	-2	-9	-13	3	-3	-13	-20	-2
m-calpain inh	-40	-25	24	-7	-26	22	23	-3
TRPN1 ag	-0.5	1.9	0.1	0.9	0.3	1.7	-1.0	0.7
EP2 mod	-57	33	2	1	7	1	3	14
PERK inhibitor	0.0	0.7	-0.8	0.9	-0.6	0.5	0.0	1.2
BaF3 parental	1	2	0	3	2	0	0	10

[9] Cc1ccc(OCC(=O)N/N=C\c2cccs2)c([N+](=O)[O-])c1
[10] O=C(c1ccc(F)cc1)C1CCN(C(=O)Nc2ccccc2Cl)CC1
[11] Cc1nc2ccc([N+](=O)[O-])cc2s1
[12] CC(=O)Nc1ccc(NC(=O)C(C)OC(=O)c2ccccc2NS(=O)(=O)c2cccs2)cc1 (stereo not given)
[13] COc1ccc(C2SCCN2C(=S)Nc2ccc(Cl)cc2)cc1 (stereo not given)
[14] Cc1cc(C(=O)N/N=C/c2cccc([N+](=O)[O-])c2)c(C)n1-c1ccccc1
[15] CC1CCN(Cc2nc3c(c(=O)n(C)c(=O)n3C)n2Cc2c(F)cccc2Cl)CC1
[16] Cc1nn(CCc2n[nH]c(=S)n2C2CCCCC2)c(C)c1Br

entry no.	9	10	11	12	13	14	15	16
Ba/F3 V617F tox	0	-1	-2	-3	-3	0	-2	2
S1P4 ag	1.5	-1.6	0.9	-0.6	0.2	-1.7	-2.5	1.4
TRPML3 agonist	0.8	0.4	1.0	0.3	0.4	-0.4	0.1	-0.9
S1P4 antagonist	-13	0	6	-3	-1	5	-18	-12
m-calpain inh	11	24	-4	-15	7	-2	·	-8
TRPN1 ag	-0.3	0.3	-0.1	0.0	0.6	-3.3	1.0	-0.9
EP2 mod	-6	-39	12	9	-6	-28	·	21
PERK inhibitor	0.9	0.8	0.3	-0.7	1.2	-0.2	1.0	0.0
BaF3 parental	7	5	6	-1	6	5	5	9

# 6 compounds from above, limited to EP2 mod, TRPML3 agonist and S1P4 ag.
entry | Compound | EP2 mod | TRPML3 agonist | S1P4 ag
10 | O=C(c1ccc(F)cc1)C1CCN(C(=O)Nc2ccccc2Cl)CC1 | -39 | 0.4 | -1.6
11 | Cc1nc2ccc([N+](=O)[O-])cc2s1 | 12 | 1.0 | 0.9
12 | CC(=O)Nc1ccc(NC(=O)C(C)OC(=O)c2ccccc2NS(=O)(=O)c2cccs2)cc1 (stereo not given) | 9 | 0.3 | -0.6
13 | COc1ccc(C2SCCN2C(=S)Nc2ccc(Cl)cc2)cc1 (stereo not given) | -6 | 0.4 | 0.2
14 | Cc1cc(C(=O)N/N=C/c2cccc([N+](=O)[O-])c2)c(C)n1-c1ccccc1 | -28 | -0.4 | -1.7
15 | CC1CCN(Cc2nc3c(c(=O)n(C)c(=O)n3C)n2Cc2c(F)cccc2Cl)CC1 | · | 0.1 | -2.5

# Next section:
[17] NC1=NC(c2ccccc2Cl)n2c(nc3ccccc32)N1 (stereo not given)
[18] O=C(COc1ccc(Cl)cc1)NC1CCSC1=O (stereo not given)
[19] NS(=O)(=O)c1ccc(CCNC(=O)COC(=O)/C=C/c2ccc(Cl)cc2)cc1
[20] CC(C)(C)n1nc2c(c1NC(=O)COc1ccc3ccccc3c1)CS(=O)(=O)C2
[21] O=c1oc2ccccc2nc1/C=C(O)/C=C/c1ccc(F)cc1
[22] Cc1cc(OCC(O)CN2CCN(C)CC2)ccc1C(C)C (stereo not given)
[23] Cc1cccc(-c2n[nH]c(=S)n2/N=C/C=C/c2ccco2)c1
[24] Cc1ccc(-c2[nH]ncc2/C=N/n2c(COc3ccccc3)nc3ccccc3c2=O)cc1

entry no.	17	18	19	20	21	22	23	24
Ba/F3 V617F tox	-3	-3	3	-3	-1	-2	-2	1
S1P4 ag	-0.9	-1.2	1.9	0.9	-0.4	0.9	-0.5	-1.1
TRPML3 agonist	1.3	-1.2	1.7	-0.6	0.3	1.2	0.3	-0.1
S1P4 antagonist	-6	-30	-19	15	-7	1	-12	-8
m-calpain inh	7	10	3	3	0	2	-2	-9
TRPN1 ag	1.1	0.3	5.0	-0.6	1.1	0.5	-1.2	0.4
EP2 mod	-8	27	-60	-44	-6	22	-25	6
PERK inhibitor	-0.2	0.4	-0.9	-0.9	0.5	-0.3	-0.1	0.0
BaF3 parental	2	-1	3	1	7	1	0	4

# Gathered by group, those above with a nitro group on carbon
[1] O=[N+]([O-])c1ccc(N/N=C/c2cccc(O)c2O)c(S(=O)(=O)N2CCOCC2)c1
[9] Cc1ccc(OCC(=O)N/N=C\c2cccs2)c([N+](=O)[O-])c1
[11] Cc1nc2ccc([N+](=O)[O-])cc2s1
[14] Cc1cc(C(=O)N/N=C/c2cccc([N+](=O)[O-])c2)c(C)n1-c1ccccc1

entry no.	1	9	11	14
Ba/F3 V617F tox	5	0	-2	0
S1P4 ag	1.0	1.5	0.9	-1.7
TRPML3 agonist	0.8	0.8	1.0	-0.4
S1P4 antagonist	-2	-13	6	5
m-calpain inh	-40	11	-4	-2
TRPN1 ag	-0.5	-0.3	-0.1	-3.3
EP2 mod	-57	-6	12	-28
PERK inhibitor	0.0	0.9	0.3	-0.2
BaF3 parental	1	7	6	5

# Going on with the list:
[25] Cc1cccc(C(=O)O/N=C(/c2ccccc2)c2ccncc2)c1
[26] O=C(Nc1cc(Cl)cc(Cl)c1)C(NCC1CCCO1)c1ccccc1 (stereo not given)
[27] COC(=O)C1C(=O)NC(SC)=C(C#N)C1c1ccccc1F (stereo not given)
[28] O=C(Cn1nc(C(F)(F)F)c2c1CCCC2)NCCN1CCOCC1

entry no.	25	26	27	28
Ba/F3 V617F tox	-3	0	-2	-3
S1P4 ag	-0.8	-0.5	-0.2	0.7
TRPML3 agonist	-0.2	0.4	-0.3	-0.4
S1P4 antagonist	-4	-3	-18	1
m-calpain inh	-11	11	-15	-5
TRPN1 ag	-2.1	-0.1	0.0	0.3
EP2 mod	49	-9	20	0
PERK inhibitor	0.5	-0.3	0.8	-0.4
BaF3 parental	0	6	2	-1

# High-throughput results: PubChem BioAssay, several laboratories
